eIF4E-4G inh: inhibitors of eIF4E and eIF4G interaction in translation initiation | TR-FRET eIF4E-eIF4GI(517-606) binding, 2 h | inhibition, % at 21.7 µM | 220,000 tested, 0.37% active;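 further: 0% = full FRET control wells and 100% = background wells lacking eIF4GI fragment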
Rad51 HR inh: Rad51 (human) homologous recombination inhibition; 200,000 tested, 0.085% active; AID 1385; inhibition, % at 10 µM; hRad51 DNA strand exchange, fluorescence dequenching; Q06609;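 active means inhibition above 40% at the single screening dose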;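 further: 0% = DMSO control wells and 100% = blanks with heterologous ssDNA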
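Read-out basis: percent inhibition relative to plate controls and blanks / Assay system: human Rad51 nucleoprotein filaments preassembled on unlabelled ssDNA / Timing: filaments 15 min 37 °C, then compound 30 min / Control set: per-plate controls and blanks / Technique: fluorescence dequenching at 485/520 nm / Compound: 10 µM final, single point / Also added: Fluorescein- and BHQ1-tagged 47-mer duplex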
KLK5 inh: kallikrein 5 (human) inhibition. 210,000 tested, 0.59% active. inhibition, % at 5 µM. recombinant hK5, fluorogenic AMC substrate cleavage;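 active means inhibition of 40% or more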;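 further: 0% = enzyme controls without compound and 100% = no-enzyme blanks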
Furin inhibitor: human furin inhibition; P09958; purified furin, fluorogenic substrate cleavage; inhibition, % at 30 µM; 220,000 tested, 0.061% active; in the data active means inhibition above about 25%; further: inactives centre near -15
Target sequence (P09958 108-714 limits assumed): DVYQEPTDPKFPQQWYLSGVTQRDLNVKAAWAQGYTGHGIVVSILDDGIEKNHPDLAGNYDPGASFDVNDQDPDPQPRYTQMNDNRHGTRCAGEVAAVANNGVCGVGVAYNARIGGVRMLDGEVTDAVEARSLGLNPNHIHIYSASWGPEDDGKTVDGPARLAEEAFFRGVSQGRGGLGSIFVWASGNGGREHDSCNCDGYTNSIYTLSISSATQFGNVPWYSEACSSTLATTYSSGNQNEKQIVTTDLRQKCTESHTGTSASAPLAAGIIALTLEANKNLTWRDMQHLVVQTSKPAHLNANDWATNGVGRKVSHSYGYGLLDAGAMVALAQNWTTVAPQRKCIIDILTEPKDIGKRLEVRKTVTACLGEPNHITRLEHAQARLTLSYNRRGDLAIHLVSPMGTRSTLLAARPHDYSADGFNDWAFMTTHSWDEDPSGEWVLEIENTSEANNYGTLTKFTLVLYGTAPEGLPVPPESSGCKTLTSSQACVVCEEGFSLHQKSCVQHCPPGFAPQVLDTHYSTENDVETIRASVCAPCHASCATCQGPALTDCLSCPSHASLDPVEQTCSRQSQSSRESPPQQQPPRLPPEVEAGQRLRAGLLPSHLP
KCC2 mod: modulators of human KCC2 chloride dependent transport; Q9H2X9; KCC2 cells, thallium flux FluoZin-2 fluorescence; B-score of Tl+ flux slope (higher = more flux/activation; lower = inhibition) at 10 µM; 190,000 tested, 2.2% active; AID 1456;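 active means thallium flux slope and its plate-corrected score both differing from the plate sample mean at a set confidence after two filtering rounds, in either direction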;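 further: slope of fluorescence scaled to starting intensity during 10 to 20 s after thallium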
Thrombin inh: inhibitors of human thrombin; P00734; alpha-thrombin, Boc-VPR-AMC fluorogenic substrate cleavage; inhibition, % at 5 µM; 220,000 tested, 0.26% active;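 active means inhibition at or above 40%; inactive means inhibition below 40%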;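 further: 0% = enzyme with no compound and 100% = wells without enzyme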
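Test system: human alpha-thrombin protein / Dosing: one concentration per compound, 5 µM, with 0.2% DMSO / Medium: pH 7.5 Tris-saline with Tween 20 / Benchmarks: no-compound enzyme wells and no-enzyme blanks / Read-out basis: percent inhibition of thrombin substrate cleavage / Timing: reaction at room temperature / Measured by: fluorescence, ex 355 nm, em 460 nm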
p47phox inh: p47phox (human) inhibition | 220,000 tested, 0.53% active | P14598 | inhibition, % at 24.7 µM | AID 1274 | p47phox/p22phox peptide binding, fluorescence polarization, 2 h;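 further: 0% = p47phox with labelled peptide and 100% = labelled peptide alone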
EBV gp42 block: EBV gp42 inhibition; Q1HVG2; Fluorescence polarization binding assay, mP read-out; inhibition, % (tested at 21.74 µM); 220,000 tested, 0.42% active; AID 1085; in the data active means inhibition above about 50%
Target sequence (Q1HVG2 whole entry, looked up): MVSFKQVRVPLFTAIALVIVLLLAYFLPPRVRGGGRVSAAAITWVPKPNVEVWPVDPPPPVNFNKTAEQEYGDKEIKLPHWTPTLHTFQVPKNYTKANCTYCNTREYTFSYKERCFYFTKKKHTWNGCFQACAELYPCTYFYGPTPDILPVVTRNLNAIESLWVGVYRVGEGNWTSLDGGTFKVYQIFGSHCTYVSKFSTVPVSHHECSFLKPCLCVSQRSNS
14-3-3 Bad inh: disrupts binding of bovine 14-3-3 zeta to phospho-Bad peptide. TR-FRET 14-3-3zeta/Dy647-pBad peptide displacement, 1 h. inhibition, % at 21.7 µM. 220,000 tested, 0.71% active. AID 781;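 active means inhibition above about 70%, limit read from the data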;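 further: 0% = full 14-3-3 plus peptide FRET controls and 100% = background without 14-3-3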
* hit, by the source's call; . = no result given; [ ] = remark or other dose.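 How the source made its calls, unless noted: active means inhibition above about 30% (limit read from the data); inactive means the rest.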

SMILES	eIF4E-4G inh	Rad51 HR inh	KLK5 inh	Furin inhibitor	KCC2 mod	Thrombin inh	p47phox inh	EBV gp42 block	14-3-3 Bad inh
Cn1c(=O)c2c(ncn2CC(=O)OCC(=O)NCc2ccccc2Cl)n(C)c1=O	1.0	13.2	-11.8	-14.9	0.191	-3.8	-1.6	-12.8	6.2
CCOC(=O)c1ccc(N2C(=O)CC(N3CCC(O)(c4ccc(Br)cc4)CC3)C2=O)cc1 (stereo not drawn)	3.1[fluorescence artefact?]	-2.1	-19.9	-20.6[20 µM]	.	0.0	-12.3	-11.4	-3.7[fluorescence artefact?]
COc1ccc(-c2nc(C)sc2C)cc1	1.1[fluorescence artefact?]	-58.7	-7.4	-5.1	0.196	-1.0	-6.2	-22.5	37.7
Cc1cccc(Cn2nc(C)c(NC(=O)c3ccc(F)cc3)c2C)c1	-0.4	4.4	-2.6	-12.3	.	-7.3	-4.5	1.0	-8.4
COC(=O)CSc1ncccc1-c1nc2ccccc2[nH]1	0.2	1.1	-33.8	-9.8[20 µM]	0.0983	10.8	-17.8	-14.5	4.1
CCn1c(SCC(=O)Nc2ccc(S(N)(=O)=O)cc2)nnc1-c1cccc(OC)c1	4.0[fluorescence artefact?]	4.0	3.3	-27.1	.	-3.4	-4.9	-2.0	-0.7
COc1ccc(CN2CCc3ccccc3C2)c(OC)c1	-7.0	.	2.6	-20.6	0.148	-7.7	-2.2	-11.6	11.2
COc1ccc(N2CCN(C(=O)c3ccccc3F)CC2)c([N+](=O)[O-])c1	-7.4	.	1.7	-19.4	0.41	2.3	-2.4	-4.3	1.4
CCCCc1c(O)nc(SCC(=O)c2ccccc2)n(-c2ccccc2C)c1=O	-3.6	10.2	-1.3	-18.6	-0.86	-5.4	-2.0	-1.4	-7.5
Cc1nc2ncnn2c(N2CCN(C(=O)c3cccc(F)c3)CC2)c1Cc1ccccc1	0.6	-2.2	3.8	-7.1	-0.0226	-6.7	-1.8	-11.8	6.7
O=C(Nc1ccc(Cl)c(Cl)c1)Nc1nc(-c2ccccc2)cs1	1.1	-4.7	4.8	-10.5	0.75	28.1	4.0	1.0	13.4[fluorescence artefact?]
N#CCSc1nnc(Cc2ccc3c(c2)OCO3)o1	-10.2	-8.3	-1.0	-19.9	-0.583	-5.6	-9.0	-10.2	-1.0
CCOC(=O)C1=C(C)N(C)C(=O)NC1c1cc2c(cc1[N+](=O)[O-])OCO2 (stereo not drawn)	0.5	17.7	-2.0	-24.3	0.703	13.8	-6.8	-45.8	-12.3
O=C(COc1ccccc1-c1ccccc1)c1ccccc1	-3.1[fluorescence artefact?]	0.7	2.5	-13.6	-0.507	-2.2	-5.6	-7.2	0.4
Cc1nc(SCC(=O)NCCc2ccccc2)nc(C)c1C	1.4[fluorescence artefact?]	4.8	-14.7	-1.8[20 µM]	0.551	-1.4	-5.5	29.1	16.8[fluorescence artefact?]
CCOC(=O)/C(C#N)=C1\C=CN(C)C(C)=N1	-0.2[fluorescence artefact?]	-2.1	-2.6	-6.0[20 µM]	0.00653	1.6	-6.2	-13.0	-7.1
CC(C)Nc1nc(-c2ccccn2)nc(-c2ccccc2)c1C#N	1.3	0.3	0.3	-19.4	-1.12	-8.4	-4.1	-3.4	-14.2
COc1ccc(-c2oc3ncn4nc(COc5ccccc5)nc4c3c2-c2ccc(OC)cc2)cc1	4.7	2.6	-140.1	-33.9[20 µM]	0.91	-4.2	-17.4	-18.9	0.1
CCCn1cnc2cc(NCc3cccs3)ccc21	6.1	-17.4	5.4	-21.5	-0.0687	-0.4	-5.5	-16.7	2.2
CCOC(=O)c1nc(C)n(-c2ccc([N+](=O)[O-])cc2)n1	-0.8	0.3	-0.9	-20.8	0.777	-4.0	7.2	-2.8	-5.0
CC(=O)c1cccc(NC(=O)c2cccc(S(=O)(=O)N(C)C)c2)c1	1.7	8.5	-8.7	-7.6[20 µM]	0.655	-4.9	6.9	-14.5	3.2
CCN(CC)S(=O)(=O)c1ccc(O)c(NC(=O)CN2CCc3ccccc3C2)c1	-1.4	-2.4	-4.4	-17.0	0.877	-14.1	-2.1	0.9	-5.5
COc1ccc(N=c2oc3ccccc3cc2C(=O)Nc2ccccn2)cc1OC	-3.0	3.2	2.0	-8.7	-0.318	-7.2	8.2	-17.7	-7.5
Cc1ccc(S(=O)(=O)N2CCCCC2)cc1NC(=O)COC(=O)c1ccccc1F	-0.1	-110.3	-5.2	-12.7	.	0.6	-11.3	-10.2	-2.7
N#CCCn1cc(C(=O)Nc2ccccc2Br)c(-c2cccs2)n1	1.2	.	-16.3	-13.4	-1.04	-5.0	-5.4	14.4	7.2
O=C(Nc1ccccc1-c1nnc(SCc2ccc(Cl)cc2)o1)c1ccccc1	7.0	-7.4	-12.8	-20.2[20 µM]	.	-7.1	-5.5	-3.5	-5.1
CC(=O)NCC(=O)OCC(=O)Nc1nc(-c2ccccc2)cs1	-6.0	2.6	0.2	-33.8	-0.24	.	-2.9	-4.7	-11.2
CC(C)c1ccc(S(=O)(=O)Nc2ccc(SC(F)F)cc2)cc1	-2.0	-14.5	16.2	-5.6	-0.334	22.1	-4.7	8.9	-4.6[fluorescence artefact?]
COc1ccc(NC(=O)N2CCN(c3nc4ccccc4n3C(C)C)CC2)cc1	-4.3	-1.1	2.7	-13.2	-0.932	-18.5	-9.6	-14.7	-4.2
Cc1onc(-c2ccccc2Cl)c1C(=O)NCc1ccc2c(c1)cc(C)n2C	-29.3	3.1	0.9	-27.2	-0.688	-3.8	-0.6	-1.1	-8.2
CCS(=O)(=O)c1nc(S(=O)(=O)c2ccc(C)cc2)c(NCCCN(C)C)s1	2.3	-17.8	.	-5.5	0.0296	8.1	-4.5	-0.9	-6.1
CCOC(CNC(=O)Cn1nc(C)c2ccccc21)OCC	3.6	-7.5	-3.3	-11.4	0.0379	-10.1	-2.1	-1.2	-10.1
CN1C(=S)SC(C)(C)C1(C)NO (stereo not drawn)	3.5	.	-16.8	-11.7	.	0.0	-1.9	-5.6	-3.3
CCN(CC)CCCNCC(=O)Nc1ccc2c(c1)CCC2	7.2	7.6	-0.2	-7.8	-0.526	0.8	-2.1	-5.6	17.5
Cn1c(=O)oc2cc(S(=O)(=O)Nc3cccc(F)c3)ccc21	1.5	-1.5	-8.4	0.1	0.0737	-3.0	-7.8	-29.4	5.5
CC(C)OC(=O)Cn1c(=O)oc2ccccc21	1.9[fluorescence artefact?]	2.2	-3.0	-12.2[20 µM]	.	2.0	-1.1	-7.6	-1.6[fluorescence artefact?]

Complete entries as entered above. Screens in order: eIF4E-4G inh	Rad51 HR inh	KLK5 inh	Furin inhibitor	KCC2 mod	Thrombin inh	p47phox inh	EBV gp42 block	14-3-3 Bad inh
Cc1onc(-c2ccccc2Cl)c1C(=O)NCc1ccc2c(c1)cc(C)n2C as listed: -29.3	3.1	0.9	-27.2	-0.688	-3.8	-0.6	-1.1	-8.2
N#CCCn1cc(C(=O)Nc2ccccc2Br)c(-c2cccs2)n1 as listed: 1.2	.	-16.3	-13.4	-1.04	-5.0	-5.4	14.4	7.2

Some of these compounds in order of the p47phox inh value, high to low:
SMILES	eIF4E-4G inh	Rad51 HR inh	KLK5 inh	Furin inhibitor	KCC2 mod	Thrombin inh	p47phox inh	EBV gp42 block	14-3-3 Bad inh
CCOC(CNC(=O)Cn1nc(C)c2ccccc21)OCC	3.6	-7.5	-3.3	-11.4	0.0379	-10.1	-2.1	-1.2	-10.1
CCS(=O)(=O)c1nc(S(=O)(=O)c2ccc(C)cc2)c(NCCCN(C)C)s1	2.3	-17.8	.	-5.5	0.0296	8.1	-4.5	-0.9	-6.1
Cn1c(=O)oc2cc(S(=O)(=O)Nc3cccc(F)c3)ccc21	1.5	-1.5	-8.4	0.1	0.0737	-3.0	-7.8	-29.4	5.5

Later entries:
SMILES	eIF4E-4G inh	Rad51 HR inh	KLK5 inh	Furin inhibitor	KCC2 mod	Thrombin inh	p47phox inh	EBV gp42 block	14-3-3 Bad inh
Cc1nn(C)cc1C(C(=O)NC1CCCCC1)N(C(=O)Cc1cccs1)c1ccc(Cl)cc1 (stereo not drawn)	0.9	1.8	-15.8	-7.9	-1.29	-4.1	-4.3	-5.4	-3.5[fluorescence artefact?]
CC(C)CNC(=S)N1CCC(C(=O)c2ccc3c(c2)OCCO3)CC1	-0.1	1.9	-1.0	-8.4	.	-3.0	-4.6	-2.6	-13.5
COc1ccc(NC(=O)CN(C)CC(=O)Nc2ccc(Cl)cc2[N+](=O)[O-])cc1	3.3	-1.1	4.7	-15.1	-0.125	-0.9	-5.0	-12.8	-1.5
Cc1csc(/N=C/c2ccc([N+](=O)[O-])cc2)n1	-2.3[fluorescence artefact?]	-3.3	-7.2	-5.5	-0.544	-7.5	-11.2	-8.8	-13.7
CCn1c(SCC(=O)N/N=C/C=C/c2ccccc2[N+](=O)[O-])nnc1-c1ccccc1	4.9	2.4	-2.0	-7.7	-1.03	1.0	-25.2	-8.7	-4.1
Nn1c(Cc2ccc(F)cc2)n[nH]c1=S	-2.0	0.3	-1.0	-31.7	-0.714	-5.1	2.9	-12.0	-4.8
CCOC(=O)c1cnc(SC)nc1NCCOC	1.0	6.8	-9.2	-17.4	0.924	-1.0	6.6	-12.4	-0.3
O=C(CCn1c(=S)oc2ccccc21)NCCC1=CCCCC1	-6.7	.	-1.6	-2.3	-0.0932	-11.7	-4.2	-22.1	0.4
Cc1cc(C)n2nc(C(=O)OCCOc3ccc(F)cc3)nc2n1	-0.5	8.7	1.7	-31.1	.	2.0	-10.3	-11.8	-2.1
CCCn1cc(S(=O)(=O)CC(=O)NC2CCCCC2)c2ccccc21	-7.3	-7.6	-1.4	-13.2[20 µM]	1.07	0.9	-2.8	-20.9	7.8
CCCC1C2C(=O)N(c3ccccc3)C(=O)C2ON1c1ccccc1 (stereo not drawn)	0.8	-0.3	-5.6	-17.5[20 µM]	.	-0.1	-6.7	-22.5	-12.1
COC(=O)c1ccc(NC(=O)CSc2nnc(COc3ccc4c(c3)CCCC4)o2)cc1	-1.8	-0.5	15.9	-19.9	0.456	-0.9	-2.9	-3.4	4.0[fluorescence artefact?]

Compound activity (PubChem BioAssay)
